Screens deposited in PubChem by several laboratories.
RmlC RmlD mix – RmlC and RmlD coupled enzyme inhibitors, primary screen, biochemical, 384-well, compound mixtures, retest; RmlC/RmlD coupled enzyme inhibition, 384-well mixture HTS; inhibition, % at 5.5 µM; 0.39% of 110,000 active; AID 1532, 2009; in the data active = inhibition above about 30%, passing the limit was not always enough; also: strong numbers were not always called active
HIV RNase H inh – HIV-1 RT RNase H inhibitors, primary screen, biochemical, fluorescence. 1.9% of 65,000 active. RT-RNase H RNA/DNA duplex cleavage. inhibition, % at 10 µM. Gag-Pol polyprotein (Human immunodeficiency virus type 1 group M subtype B (isolate …. AID 565, 2006; in the data active = inhibition above about 50%
Starred values were filed as active, the others as inactive; i = inactive; / = not tested or not shown. The list is partial, so the mix of outcomes need not match the whole.

SMILES | RmlC RmlD mix | HIV RNase H inh
C[C@]12CCC(=O)C=C1[C@H](O)C[C@@H]1[C@@H]2[C@@H](O)C[C@@]2(C)[C@H]1CC[C@]2(O)C(=O)CO | 3 | /
CCOC(=O)Nc1ccc(C(=O)NCC2CCCO2)cc1 (centres undefined) | / | -3
O=C(NCCC(c1ccccc1)c1ccccc1)c1ccc(Br)o1 | 3 | /
COc1ccc(Nc2nc(=O)[nH]nc2C)cc1 | 8 | /
COc1ccc(CNC(=O)c2nnn(Cc3ccc(OC)cc3)c2N)cc1 | 10 | 0
O=c1nc2s/c(=C\c3ccco3)c(=O)n2nc1Cc1ccccc1 | -9 | 6
Cc1nc2sc(C(c3cccs3)N3CCOCC3)c(O)n2n1 (centres undefined) | -7 | -6
Cc1nn(C)c(C)c1S(=O)(=O)N1CCCC(C(=O)NCCc2ccc(Cl)cc2)C1 (centres undefined) | -13 | -10
COc1ccc(-c2cc(C(=O)NCCN3CCOCC3)c3ccccc3n2)cc1 | 8 | -12
Cc1ccc(NC(=S)N2CCOCC2)c(C)c1 | -8 | /
CSc1ccccc1NS(=O)(=O)c1ccccc1 | 2 | -62
CN(Cc1ccccc1)C(=O)CN(C1CCCCC1)S(C)(=O)=O | -9 | -8
Cc1cc(Cl)ccc1OCC(=O)Nc1nc(-c2cccs2)cs1 | 3 | /
Cc1ccccc1-n1c(=O)c2ccccc2n2c(=O)[nH]nc12 | -6 | -2
COc1ccc(C)cc1NC(=O)COCC(=O)O | -6 | -6

The listing continues.
SMILES | RmlC RmlD mix | HIV RNase H inh
CCOC(=O)C1=C(C)OC(N)=C(C(=O)OCC)C12C(=O)Nc1ccc(Br)cc12 (centres undefined) | -13 | -10
COc1ccc(C2(NC(C)=O)CCN(C(=O)c3ccco3)CC2)cc1 | / | -2
CC(=O)Nc1ccc(NS(=O)(=O)Cc2ccccc2)cc1 | 0 | -8
CCN1C[C@@]2(COC)C3[C@@H](OC)[C@H]4[C@@H]1[C@@]3(C1C[C@H]3[C@H](OC(C)=O)C1[C@]4(OC(C)=O)C[C@H]3OC)[C@@H](OC)C[C@H]2OC(C)=O (some centres undefined) | -3 | /
CC1CC2(C)Oc3ccccc3C3OCC1(CO)C(C)C32 (centres undefined) | -19 | 5
CCOCCCn1c(SCC(=O)NC(C)C)nc2ccccc2c1=O | -21 | 3
CC(C)C[C@H]1COCCS(=O)(=O)N1Cc1ccccc1F | -4 | /
COC(=O)c1ccccc1NC(=O)CN(C1CCCCC1)S(C)(=O)=O | 16 | -41
COC(=O)CNC(=O)CNC(=O)Nc1ccccc1 | 8 | -9
c1ccc2c(c1)oc1c(N3CCN(Cc4ccc5c(c4)OCO5)CC3)ncnc12 | 5 | -9
CSc1ccccc1C(=O)Nc1ccc(C)c(C)c1 | 6 | /
CCOC(=O)C1C(=O)OC(C)(C)C1C(C)C(=O)c1ccc(OC)cc1 (centres undefined) | 26 | 1
COc1ccccc1-n1c(SCC(=O)Nc2ccc3c(c2)OCO3)nc2c(c1=O)SCC2 | / | -7
CCOc1ccc(N(CC(=O)N/N=C/c2cc([N+](=O)[O-])ccc2Cl)S(C)(=O)=O)cc1 | 1 | /
CCN(CC)S(=O)(=O)c1cccc(-c2nnc(SCCCC(=O)c3ccccc3)o2)c1 | -11 | -8

For reference, some entries already given.
SMILES | RmlC RmlD mix | HIV RNase H inh
COc1ccccc1-n1c(SCC(=O)Nc2ccc3c(c2)OCO3)nc2c(c1=O)SCC2 | / | -7
CCOc1ccc(N(CC(=O)N/N=C/c2cc([N+](=O)[O-])ccc2Cl)S(C)(=O)=O)cc1 | 1 | /
CCN(CC)S(=O)(=O)c1cccc(-c2nnc(SCCCC(=O)c3ccccc3)o2)c1 | -11 | -8

Later entries.
SMILES | RmlC RmlD mix | HIV RNase H inh
O=[N+]([O-])c1ccccc1OCCCCN1CCCCC1 | -8 | /
Cc1cc(NC(=O)COc2ccc3oc4ccccc4c3c2)no1 | -15 | 23
O=C(Nc1ncnc2c1ncn2C1OC(COC(=O)c2ccccc2)C(F)C1O)c1ccccc1 (centres undefined) | -5 | 1
O=c1cc(N2CCC3(CC2)OCCO3)[nH]c(=O)n1-c1ccc(Cl)cc1 | -4 | 2
COc1ccccc1NS(=O)(=O)c1ccc(NC(=O)c2nc3nc(C)cc(C(F)F)n3n2)cc1 | -6 | /
O=C1/C(=C/c2ccccc2)CSc2sccc21 | 3 | /
O=C(/C=C/c1ccc(Cl)cc1)NCCN1CCOCC1 | 30 | /
CO/N=C/NC(=O)NOCc1ncc(C(F)(F)F)cc1Cl | 3 | /
Clc1ccc(CN(Cc2ccccc2)C(c2cccs2)c2nnnn2C2CCCC2)cc1 (centres undefined) | -15 | /
O=C1c2ccccc2C(=O)N1CCCCSc1nnc(-c2ccc(OC(F)F)cc2)o1 | 4 | -76
Cc1ccc(S(=O)(=O)NNC(=S)Nc2ccccc2)cc1 | 3 | /
Nc1ccc2oc(-c3ccccc3Cl)nc2c1 | / | -9
COc1ccc(-n2c(C)cc(C(=O)COc3ccc(-n4cnnn4)cc3)c2C)cc1 | 7 | 53*
O=C(CN1CCN(Cc2ccccc2F)C1=O)NCCc1ccc(Cl)cc1 | 5 | /
CCCCNC(=S)NNC(=O)c1ccco1 | -14 | /

More results:
SMILES | RmlC RmlD mix | HIV RNase H inh
Cc1cc(C(=O)CN2C(=O)NC(Cc3c[nH]c4ccccc34)C2=O)c(C)n1C (centres undefined) | -8 | -2
CCOC(=O)c1c(C)[nH]c(C)c1C(=O)COc1ccc(NC(=O)c2ccco2)cc1 | -10 | -2
Cc1ccc2nc(CSc3nnc(-c4ccco4)o3)cc(=O)n2c1 | / | 0
CNC(=O)[C@@]1(C)C=C[C@@H](Cc2ccccc2)N1C(=O)OC | 2 | /
CCOc1ccc(N2C(=O)CCC2=O)cc1 | 4 | -1
CCCn1c(=S)[nH]c2cc(C(=O)N3CCc4ccccc43)ccc2c1=O | 125 | /
N#CN=C(N)c1ccccc1 | -15 | -16
Cc1cc(C)c(C#N)c(SCC(=O)N2CCN(Cc3ccccc3)CC2)n1 | -11 | -6
CC1CCN(C(=O)CSc2nnc(-c3ccco3)o2)CC1 | 9 | -9
CCN(CCC(=O)O)c1ccccc1 | 18 | /
Cc1nc2c(c3c1[nH]c1ccccc13)C(=O)CC(C)(C)C2 | -9 | /
COC(=O)c1cccc(S(=O)(=O)N(Cc2ccco2)Cc2cc3cc(OC)ccc3[nH]c2=O)c1 | 5 | /
CCCCCCCCC[n+]1cccc2c3ccccc3ccc21 | 25 | /
COc1ccc(-n2c(=S)[nH]c3ccccc32)cc1 | 12 | /
COC(=O)c1ccccc1NS(=O)(=O)c1ccc(O)c(C(=O)O)c1 | 13 | -25

Shown with each value named: entries from further up.
SMILES: COC(=O)c1cccc(S(=O)(=O)N(Cc2ccco2)Cc2cc3cc(OC)ccc3[nH]c2=O)c1
  RmlC RmlD mix: 5 | HIV RNase H inh: /

SMILES: Cc1nc2c(c3c1[nH]c1ccccc13)C(=O)CC(C)(C)C2
  RmlC RmlD mix: -9 | HIV RNase H inh: /

Random excerpt: 2 compounds from above
SMILES | RmlC RmlD mix | HIV RNase H inh
COC(=O)c1cccc(S(=O)(=O)N(Cc2ccco2)Cc2cc3cc(OC)ccc3[nH]c2=O)c1 | 5 | /
CCCn1c(=S)[nH]c2cc(C(=O)N3CCc4ccccc43)ccc2c1=O | 125 | /

New compounds follow:
SMILES | RmlC RmlD mix | HIV RNase H inh
N#C/C(C(=O)N1CCOCC1)=C1/SC(Cc2ccccc2)C(=O)N1c1ccccc1 (centres undefined) | -16 | -4
CC(C)c1nnc(NC(=O)C2CCCN2S(=O)(=O)c2ccc(Cl)cc2)s1 (centres undefined) | 11 | -1
CCOC(=O)C(C)Oc1ccc2c(CC)cc(=O)oc2c1C (centres undefined) | 7 | /
Cc1ccc(C)c(OCc2nnc(NC(=O)c3ccco3)s2)c1 | -10 | 5
CCCCCCOC(=O)Cc1c(C)nc(-c2ccccc2)[nH]c1=O | 5 | /
CCCn1c(SCC(=O)NC(C)C23CC4CC(CC(C4)C2)C3)n[nH]c1=O (centres undefined) | 6 | /
Cc1oc2c(c1C(=O)Nc1cccc3ccccc13)CCCC2 | -10 | /
COc1cc2[nH]c3c(N4CCC(C(N)=O)CC4)ncnc3c2cc1OC | / | -16
O=C(Cc1ccccc1)NC(NC(=S)Nc1cc(Cl)ccc1Cl)C(Cl)(Cl)Cl (centres undefined) | 5 | /
CC1(C)CC(=O)C2=C(C1)OC(N)=C(C#N)C2Cc1ccccc1 (centres undefined) | -5 | -4
Cc1c(NC(=O)C(C)OC(=O)CNC(=O)c2ccccc2)c(=O)n(-c2ccccc2)n1C (centres undefined) | -10 | /
CC1CCC(C(C)C)C(OC(=O)COC(=O)c2ccc(=O)[nH]c2)C1 (centres undefined) | 2 | -24
CCOC(=S)N/C(=N\S(=O)(=O)c1ccccc1)c1ccccc1 | 5 | /
Cn1c(=O)c2ncn(CC(=O)NC3CCCCCC3)c2n(C)c1=O | -7 | /
CCCNC(=O)c1c(N)n(-c2cccc(OC)c2)c2nc3ccccc3nc12 | -172 | -7

Additional records:
SMILES | RmlC RmlD mix | HIV RNase H inh
COc1cccc(N2C(=O)C3CCCN3C2c2ccc(N(C)C)cc2)c1 (centres undefined) | 4 | -9
CC(C)CC(COCc1ccc([N+](=O)[O-])cc1)N1CCN(C(=O)c2ccc(C(F)(F)F)cc2)CCC1=O (centres undefined) | -8 | /
N#CC1=C(N)Oc2n[nH]c(-c3ccccc3)c2C1c1cccnc1 (centres undefined) | -12 | 21
CC[C@]1(O)CC2CN(CCc3c([nH]c4ccccc34)[C@@](C(=O)OC)(c3cc4c(cc3OC)N(C)[C@H]3[C@@](O)(C(N)=O)[C@H](O)[C@]5(CC)C=CCN6CC[C@]43[C@@H]65)C2)C1 (some centres undefined) | i | /
CC1CCN(C(=O)c2[nH]cnc2C(=O)N[C@@H](CCCCNC(=O)OC(C)(C)C)C(=O)OC(C)(C)C)CC1 | 6 | /
N#Cc1ccc(C(=O)NCC(c2ccco2)N2CCCC2)cc1 (centres undefined) | -17 | /
Cc1csc(NC(=O)CSc2nc(C)nc3c2c(=O)n(C)c(=O)n3C)n1 | -10 | -7
Cc1ccc2nc(SCC(=O)c3ccc(Cl)s3)[nH]c2c1 | 6 | /
CC(=O)Nc1ccc(S(=O)(=O)NCCSCc2ccc(Cl)cc2Cl)cc1 | -47 | /
CC(Nc1ccc(Br)cc1)C(=O)N/N=C/c1ccccc1OCc1ccccc1 (centres undefined) | 8 | /
CCn1ncc(Br)c1C(=O)NC(C)c1ccccc1 (centres undefined) | 1 | /
CC1=C/C(=C\c2ccc3c(c2)OCO3)C(=O)S1 | / | -5
O=C1CSC(c2ccccc2F)N1c1cc(Cl)ccc1O (centres undefined) | 4 | 2
COc1ccc2[nH]c(=O)c(-c3nnn(-c4ccc(F)cc4)n3)cc2c1 | 17 | /
CC1CCCC(C)N1C(=O)CSc1nnc(C2CCCCC2)o1 (centres undefined) | -15 | -5

Next section; the last 3 above are carried over.
SMILES | RmlC RmlD mix | HIV RNase H inh
O=C1CSC(c2ccccc2F)N1c1cc(Cl)ccc1O (centres undefined) | 4 | 2
COc1ccc2[nH]c(=O)c(-c3nnn(-c4ccc(F)cc4)n3)cc2c1 | 17 | /
CC1CCCC(C)N1C(=O)CSc1nnc(C2CCCCC2)o1 (centres undefined) | -15 | -5
C=C1C(=O)O[C@@H]2C[C@@H](C)[C@@H]3C=CC(=O)[C@@]3(C)[C@@H](O)[C@H]12 | 2 | /
CCOC(=O)N1CCN(C(=O)c2ccc3c(c2)N(CC)CCS3)CC1 | -5 | 2
O=C1C2(c3ccccc3)CN(CCO)CC1(c1ccccc1)CN(CCO)C2 | 14 | /
C=CCn1c(SCC(=O)Nc2sc(C)c(C)c2C(=O)OCC)nnc1-c1sc(N)nc1C | -3 | -4
O=C(CSc1ncn[nH]1)Nc1ccc(Cl)c(Cl)c1 | 2 | -15
NS(=O)(=O)c1ccc(NCc2ccccc2OCc2ccccc2F)cc1 | -4 | /
Cc1cc(Oc2ccccc2)nc(-c2ccccc2)n1 | -12 | -12
Cc1ccccc1NC(=O)c1cnc(Nc2nc3ccccc3s2)nc1C | -5 | /
COC(=O)c1c(C(=O)OC)c(-c2ccccc2)n2c1CS(=O)(=O)C2 | 3 | /
Cc1c(NC(=O)c2cnn3c(C(F)(F)F)cc(-c4ccco4)nc23)c(=O)n(-c2ccccc2)n1C | -4 | 26
COc1cccc(NS(=O)(=O)c2ccc(OC)c(OC)c2)c1 | -10 | -27
Cc1cc(-n2c(C)cc(C(=O)CSc3nnc4sc5ccccc5n34)c2C)no1 | -11 | -6
CCCCCOC(=O)C1=C(C)N(C)C(=O)NC1c1cc(Br)c(O)c(OC)c1 (centres undefined) | -13 | -26
CCSc1nc(=S)n(CC)c(C)c1C(C)=O | -6 | -6
COC(=O)c1c(NC(C)=O)sc(Cc2ccccc2)c1C | -9 | /

(further entries)
SMILES | RmlC RmlD mix | HIV RNase H inh
CN1C(=O)SC(Nc2ccccc2C(=O)O)C1=O (centres undefined) | 3 | -4
Cc1cc(C(F)(F)F)nc(SCC(=O)Nc2cc(C)on2)n1 | -23 | /
CCOC(=O)c1sc(NC(=O)CCn2nnc3ccccc32)c(C(=O)OCC)c1C | / | -2
COCCN1C(=O)c2oc3cc(C)c(C)cc3c(=O)c2C1c1ccc(O)cc1 (centres undefined) | 10 | 2
